HTT cytoprotect – cytoprotection in Huntington HTT-Q103 PC12 cell model | AID 1471 | PC12 HTT-Q103 induced, cytoprotection, ATP luminescence, 40 h | actives 0.14% (n = 230,000) | Potency, µM (series often up to 56.4 µM), inactives show cytoprotection (ATP increase), usual class: activators;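 note: % of control where 0% means no effect; nearly all actives have a fitted effect of over 45% in size; toxic huntingtin expression switched on by the ecdysone agonist tebufenozide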
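Stable PC12 Q103-GFP cells in serum-supplemented, phenol red-free DMEM; induction by tebufenozide at 100 nM final; compound dose series; cell viability quantified luminescently from ATP.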
aGal spleen mod – inhibits or activates alpha-galactosidase in human spleen homogenate | P06280 | human spleen homogenate, 4MU-alpha-Gal fluorescence, 40 min | Potency, µM (highest dose often 80 µM), for inactives: top-dose activity change, negative = inhibition, usual class: inhibitors | actives 0.008% (n = 240,000) | AID 2107;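 note: 0% = enzyme with vehicle and -100% = no enzyme basal signal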
Target sequence (P06280 32-429 limits assumed): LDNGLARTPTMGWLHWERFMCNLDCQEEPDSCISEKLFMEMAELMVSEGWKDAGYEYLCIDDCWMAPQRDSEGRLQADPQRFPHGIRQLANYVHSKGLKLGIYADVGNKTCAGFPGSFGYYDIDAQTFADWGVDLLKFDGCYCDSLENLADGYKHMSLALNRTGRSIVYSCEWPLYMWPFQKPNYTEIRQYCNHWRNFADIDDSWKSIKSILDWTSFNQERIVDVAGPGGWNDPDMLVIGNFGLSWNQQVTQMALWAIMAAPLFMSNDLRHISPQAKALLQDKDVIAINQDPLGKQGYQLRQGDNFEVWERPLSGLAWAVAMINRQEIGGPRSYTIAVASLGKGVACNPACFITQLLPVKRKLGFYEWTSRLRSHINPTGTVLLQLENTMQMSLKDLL
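Human spleen homogenate (1 ug) was the enzyme source, with 4-methylumbelliferyl-alpha-D-galactopyranoside (1 mM final) in pH 5.0 citrate buffer with 0.01% Tween-20. Compounds were titrated; after 40 min at 37C, NaOH/glycine stop, 4-MU fluorescence read; AC50 from Hill fits.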
GAA glycogen – inhibitors or activators of human alpha-glucosidase glycogen cleavage; P10253; recombinant GAA, glycogen substrate, Amplex Red glucose oxidase fluorescence; Potency, µM (top dose mostly 76.4 µM), for the others: top-dose activity change, negative = inhibition, usual class: inhibitors; actives 0.38% (n = 300,000); AID 2100;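 note: 0% = full enzyme reaction and -100% = no-enzyme basal signal; the screen sought inhibitors and activators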
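Recombinant human enzyme (4 nM); glycogen substrate; 37 C, 40 min, pH 5.0. Readout: coupled glucose oxidase/Amplex Red fluorescence.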
GAA spleen mod – lysosomal alpha-glucosidase (human) modulation; Potency, µM (top dose mostly 79.9 µM), without a hit: at the highest dose activity change, negative = inhibition, actives largely listed as inhibitors; P10253; actives 0.006% (n = 240,000); human spleen homogenate, 4-MU-alpha-glucoside fluorescence;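 note: 0% = enzyme with vehicle and -100% = no enzyme basal signal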
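Human spleen homogenate (1 ug) with 4-methylumbelliferyl-alpha-D-glucopyranoside (1 mM final) in 50 mM citrate/phosphate pH 5.0, 0.01% Tween-20; 40 min at 37 C. Stopped at pH 10; 4-MU fluorescence Ex 365/Em 440 nm; AC50 by Hill fit.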
GAA inh – alpha-glucosidase (human) inhibition; purified human GAA, 4-MU-alpha-glucoside fluorescence; actives 0.005% (n = 200,000); Potency, µM (doses to about 76.9 µM), for the others: at the highest dose activity change, negative = inhibition, most hits filed as inhibitors; P10253;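 note: plate controls were uninhibited enzyme wells for no effect and no-enzyme background for full effect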
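Fluorescence at Ex 365/Em 440 nm from 4-methylumbelliferone reported enzyme activity after 20 min at room temperature. Reactions used 4 nM enzyme and 400 uM substrate at pH 5.0; curves fitted with the Hill equation.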
Tau fibril ThT – blocks human tau fibril formation measured by thioflavin T; actives 2.1% (n = 270,000); recombinant tau K18 P301L, heparin-induced fibrillization, ThT fluorescence; AID 1460; P10636; Potency, µM (top dose mostly 57.4 µM), for the others: at the highest dose activity, negative = inhibition, hits mostly inhibitors; note: % is set by controls: 0 for no effect and ±100 for the full control effect; nearly all actives have a fitted effect of over 55% in size
Target sequence (P10636 561-689 P618L limits assumed): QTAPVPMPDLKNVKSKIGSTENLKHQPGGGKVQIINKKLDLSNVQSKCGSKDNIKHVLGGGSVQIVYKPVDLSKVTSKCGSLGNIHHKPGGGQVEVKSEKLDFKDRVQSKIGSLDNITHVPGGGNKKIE
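K18 P301L tau (15 uM + 0.24 uM Alexa 594-tagged), heparin 20 uM, NaOAc pH 7, 6 h 37 C; ThT 30 uM, 1 h RT, ex 450/em 510 nm.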
Tau FP inhib – tau fibrillization inhibition (FP). P10636. K18 P301L tau heparin fibrillization, Alexa594 FP, 6 h. Potency, µM (titrated, usually from 57.7 µM), for the others: at the highest dose activity, negative = inhibition, hits mostly inhibitors. actives 0.39% (n = 280,000). AID 1468; note: % is set by controls: 0 for no effect and ±100 for the full control effect; nearly all actives have a fitted effect of over 55% in size
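Recombinant K18 P301L […], labeled with Alexa 594 at 0.24 uM over 15 uM unlabeled; heparin inducer 20 uM final; 37 C, 6 hr; FP endpoint.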
Tau fluor cs – counter-screen for tau fibril formation inhibitors; tau K18 P301L Alexa594 fluorescence, heparin fibrillization; Potency, µM (doses to about 57.7 µM), without a hit: at the top dose activity change, negative = decrease; actives 0.93% (n = 280,000); AID 1463; note: % is set by controls: 0 for no effect and ±100 for the full control effect; nearly all actives have a fitted effect of over 55% in size
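Human tau K18 P301L (15 uM unlabeled, 0.24 uM Alexa 594-labeled) in 100 mM sodium acetate pH 7 with 20 uM heparin, 6 hr at 37 C. ThT 30 uM added, 1 hr ambient; Alexa 594 FP and total fluorescence read at 555/632 nm.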
Starred values were filed as active, the others as inactive; u = inconclusive; x = no result given; & = joins results of further samples; [ ] = remark or other dose. Calls come from the whole dose curve; as a rule, active = well fitted curve in the direction sought with a large enough effect; inconclusive = small, poorly fitted or top-dose-only effect, or another doubt; inactive = no such curve, though single readings can be large; an effect the other way counts as inactive or inconclusive. Potency is the fitted concentration of half-maximal effect.

SMILES	HTT cytoprotect	aGal spleen mod	GAA glycogen	GAA spleen mod	GAA inh	Tau fibril ThT	Tau FP inhib	Tau fluor cs
Cc1ncc(C[n+]2csc(CCOC(=O)C34CC5CC(CC(C5)C3)C4)c2C)c(N)n1	5%[10 µM]	1%	-9%	3%	u	1%	8%	7%
O=C(c1ccccc1)c1ccc2nc(-c3ccc(NC(=O)c4ccccc4Br)cc3)[nH]c2c1	-12%	14%	-1%	-7%	-9%	u	u	u
Brc1ccccc1-c1nnc(SCc2nc3ccccc3s2)o1	x	2%	5%	-4%	-4%	u	-9%	-27%
Cc1noc(C)c1CSCC(=O)OCc1nc2ccccc2c(=O)n1CC#N	7%	2%	4%	3%	0%	u	u	-20%
O=S(=O)(Cc1ccccc1)c1nnnn1-c1ccccc1	u	-1%	x	-4%	x	u	-10%	-3%
CN(C)CCCN(C(=O)CCc1ccccc1)c1nc2ccc(Br)cc2s1	-66%[inhibitor]	-3%	-28%	3%	2%	5%	u	u
CN1C(C(=O)NCC2CC2)CC2Cn3c(nc4cc(Cl)c(Cl)cc43)C21 (stereo unspecified)	14%[10 µM]	0%	11%	-3%	x	-4%	6%	4%
O=C(c1cc(-c2ccccn2)nc2c(Cl)cccc12)N1CCN(C(=O)C2CCCO2)CC1 (stereo unspecified)	-9%	-7%	5%	-4%	-5%	-6%	-3%	-6%
CC[C@H](CC[C@@H](C)C1CC[C@H]2[C@@H]3CC=C4C[C@@H](O)CC[C@]4(C)[C@H]3CC[C@]12C)C(C)C (stereo partly specified)	7%[1.9 µM]	12%	x	20%	x	-3%	-2%	-5%
COc1cc(/C=N/NC(=O)c2ccncc2)ccc1OC(=O)c1ccc([N+](=O)[O-])cc1	-27%	-12%	-3%	-13%	u	-6%	-2%	-16%
CS(=O)(=O)Oc1ccc(Br)cc1/C=C1/N=C(c2ccco2)OC1=O	14%[10 µM]	-2%	-1%	-9%	1%	0%	-12%	-5%
COc1ccc(-n2nc(C(=O)Nc3ccc4c(c3)OCO4)c3ccccc3c2=O)cc1	-27%	4%	-4%	-12%	-5%	-6%	-5%	-26%
O=C(Nc1ccccc1C(F)(F)F)n1ncc2cc(Cl)ccc21	x	x	-5%[76.3 µM]	x	x	-6%	-2%	6%
Nc1nonc1C(=O)OCC(=O)N1CCCCC1	-13%[10 µM]	-2%	2%	-2%	-4%[15.4 µM]	-1%	-2%	-2%
COC(=O)CC(NC(=O)c1cccs1)c1ccc(OC)c(OC)c1 (stereo unspecified)	-10%[10 µM]	6%	-1%	9%	8%	0%	0%	4%
COc1cccc(CNC(=O)CNC(=S)N(Cc2ccccc2)Cc2ccccc2F)c1	7%[10 µM]	-8%	-15%	-15%	-4%	-12%	-1%	-28%
O=C(Nc1ccc2nc(SCC(=O)N3CCOCC3)sc2c1)c1ccccc1Cl	x	x	0%[76.3 µM]	x	x	-8%	3%	-11%
Cc1ccc2cccc(S(=O)(=O)NC3CCS(=O)(=O)C3)c2n1 (stereo unspecified)	-10%[0.074 µM]	2%	-2%	-25%	0%	-5%	-17%	-4%
O=C(Nc1ccc2c(c1)OCCO2)C1CCN(c2cnccn2)CC1	-2%	-7%	2%	-5%	-8%	-8%	0%	-1%
CCc1cc(C(=O)Cc2nc3ccccc3s2)c(O)cc1OCC(=O)O	8%[10 µM]	-2%	-1%	-1%	0%	u	3%	u

Reformatted in markdown: part of the list above.
| compound | HTT cytoprotect | aGal spleen mod | GAA glycogen | GAA spleen mod | GAA inh | Tau fibril ThT | Tau FP inhib | Tau fluor cs |
| --- | --- | --- | --- | --- | --- | --- | --- | --- |
| CS(=O)(=O)Oc1ccc(Br)cc1/C=C1/N=C(c2ccco2)OC1=O | 14%[10 µM] | -2% | -1% | -9% | 1% | 0% | -12% | -5% |
| COc1ccc(-n2nc(C(=O)Nc3ccc4c(c3)OCO4)c3ccccc3c2=O)cc1 | -27% | 4% | -4% | -12% | -5% | -6% | -5% | -26% |
| O=C(Nc1ccccc1C(F)(F)F)n1ncc2cc(Cl)ccc21 | x | x | -5%[76.3 µM] | x | x | -6% | -2% | 6% |
| Nc1nonc1C(=O)OCC(=O)N1CCCCC1 | -13%[10 µM] | -2% | 2% | -2% | -4%[15.4 µM] | -1% | -2% | -2% |
| COC(=O)CC(NC(=O)c1cccs1)c1ccc(OC)c(OC)c1 (stereo unspecified) | -10%[10 µM] | 6% | -1% | 9% | 8% | 0% | 0% | 4% |
| COc1cccc(CNC(=O)CNC(=S)N(Cc2ccccc2)Cc2ccccc2F)c1 | 7%[10 µM] | -8% | -15% | -15% | -4% | -12% | -1% | -28% |
| O=C(Nc1ccc2nc(SCC(=O)N3CCOCC3)sc2c1)c1ccccc1Cl | x | x | 0%[76.3 µM] | x | x | -8% | 3% | -11% |
| Cc1ccc2cccc(S(=O)(=O)NC3CCS(=O)(=O)C3)c2n1 (stereo unspecified) | -10%[0.074 µM] | 2% | -2% | -25% | 0% | -5% | -17% | -4% |
| O=C(Nc1ccc2c(c1)OCCO2)C1CCN(c2cnccn2)CC1 | -2% | -7% | 2% | -5% | -8% | -8% | 0% | -1% |
| CCc1cc(C(=O)Cc2nc3ccccc3s2)c(O)cc1OCC(=O)O | 8%[10 µM] | -2% | -1% | -1% | 0% | u | 3% | u |

Not a retest: entries from further up.
SMILES	HTT cytoprotect	aGal spleen mod	GAA glycogen	GAA spleen mod	GAA inh	Tau fibril ThT	Tau FP inhib	Tau fluor cs
O=C(Nc1ccc2c(c1)OCCO2)C1CCN(c2cnccn2)CC1	-2%	-7%	2%	-5%	-8%	-8%	0%	-1%
CCc1cc(C(=O)Cc2nc3ccccc3s2)c(O)cc1OCC(=O)O	8%[10 µM]	-2%	-1%	-1%	0%	u	3%	u

Other structures.
SMILES	HTT cytoprotect	aGal spleen mod	GAA glycogen	GAA spleen mod	GAA inh	Tau fibril ThT	Tau FP inhib	Tau fluor cs
CS(=O)c1ccccc1COC(=O)Nc1ccc(Cl)cc1 (stereo unspecified)	-12%[10 µM]	3%	4%	-10%	1%	-4%	-2%	-8%
Cc1ccc(S(=O)(=O)NCCCN2CCOCC2)cc1C	-6%[10 µM]	3%	-2%	1%	10%	11%	-2%	5%
O=c1c2ccccc2nc(SCc2nnc(-c3ccccc3Br)o2)n1-c1ccccc1	-23%[10 µM]	-11%	-14%	-9%	2%	-9%	3%	-15%
CN1C2CCC1CC(OC(=O)c1c[nH]c3ccccc13)C2 (stereo unspecified)	1%[10 µM]	2%&-10%&-8%	-18%	-3%&-10%&-3%	-5%	-3%&2%&-3%	-3%&-3%&2%	-9%&-3%&-2%
CSc1ccccc1-n1nnnc1SCC(=O)Nc1cc(C)ccc1C	12%	4%	-3%	-2%	-10%	-3%	3%	-30%
COC(=O)CCS(=O)(=O)c1ccc(Cl)cc1	14%	1%	8%	-1%	-6%	-5%	3%	-1%
COc1ccc(CC(=O)Nc2ccc(N3CCN(c4ccc(OC)cc4)CC3)c(C#N)c2)cc1	-1%	16%	-3%	0%	0%	u	3%	-11%
Cc1ccc(-c2nnn3c2nc(NCCc2ccc(Cl)cc2)c2ccccc23)cc1	x	x	13%[76.3 µM]	x	x	5%	-6%	-5%
COc1ccccc1CNC(=S)Nc1ccc2nc(N3CCN(C)CC3)cc(C)c2c1	-109%[inhibitor]	8%	4%	0%	11%	u	u	20µM*[quencher]
O=CNCCCc1nc2ccccc2n1Cc1ccccc1	-17%	1%	-4%	4%	-7%	1%	1%	-6%
Cc1cccc(Nc2nc(-c3ccc4c(c3)OCCO4)cs2)c1	-9%	13%	-28%	-8%	2%	7.1µM*	4%	13µM*[quencher]
O=C(C1=C[C@@H](c2coc3ccccc3c2=O)C[C@@H](OCCCCO)O1)N1CCOCC1	11%[10 µM]	27%	-14%	-11%	x	-12%	-2%	1%
NC[C@@H]1O[C@H](c2ccccc2)Cc2c1ccc(O)c2O	-6%	3%	x	2%	x	u	-8%	-19%
Cc1cc(C)c(NC(=O)c2c[nH]c(=S)n2-c2ccc(F)cc2)c(C)c1	13%[10 µM]	1%	0%	-1%	2%	4%	6%	1%
Cc1ccc(NC(=O)C2CCN(S(=O)(=O)c3ccc(F)cc3)CC2)cc1	16%	-4%	-1%	-8%	-3%	-1%	-5%	-12%
COc1ccccc1-n1c(-c2ccccc2)n[nH]c1=S	6%[10 µM]	2%	-23%	0%	-16%	-5%	-6%	-3%
C#CCNC(=O)C1=C[C@H](c2ccc(C(F)(F)F)cc2)C[C@H](OCc2ccc(CO)cc2)O1	-18%[10 µM]	4%	-7%	4%	x	u	9%	-14%
O=C(Oc1ccc(-c2ccccc2)cc1)N1CCCCC1	-10%[0.074 µM]	-1%	3%	1%	-3%	-9%	-2%	-3%
CCOC(=O)C1=C(C(C)=O)C(c2cccnc2)C(C#N)=C(N)O1 (stereo unspecified)	15%	-3%	9%	-5%	0%	-14%	-9%	1%
CSc1ccccc1OC1CCN(Cc2ccccc2)CC1	-1%[10 µM]	12%	7%	1%	12%	2%	0%	2%
CC(=O)NC(Cc1c[nH]c2ccccc12)C(=O)OCC(=O)N1CCCCCC1 (stereo unspecified)	-31%	1%	19%	5%	2%	-2%	-1%	-4%
Cc1ccc(C(=O)CNc2cccc(Cl)c2)cc1	u	5%	7%	3%	4%	-15%	15%	-4%
COc1ccc(C(c2nnnn2Cc2cccs2)N2CCN(c3ccccc3)CC2)cc1OC (stereo unspecified)	-18%[10 µM]	1%	-19%	5%	-1%	8%	0%	1%
CCOC(=O)C1=C2N(C)c3ccccc3N2CCC1=O	-8%	2%	2%	-2%	2%	-7%	6%	3%
CCOC(=O)C1=c2s/c(=C\c3cccnc3)c(=O)n2C(N)=C(C(=O)OC)C1c1cccnc1 (stereo unspecified)	1%	-1%	-11%	-7%	-5%	u	0%	-12%
COc1ccc(N2C(=O)CCC(C(=O)O)C2c2ccc(OC)c(OC)c2)cc1 (stereo unspecified)	4%	-6%	2%	-9%	-11%	2%	-9%	-6%

Screening results from PubChem.
